High-throughput results (PubChem BioAssay)
PP1 inh = PP1-alpha (human) inhibition in PP5 counter-screen. purified PP1alpha, OMFP fluorescence. inhibition, % at 6.7 µM. hit rate 0.9% among 320,000. AID 2235;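 active = inhibition above the mean inhibition of all tested compounds plus 3 SD, computed separately for each screening campaign, cut at about 15% in these data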
TPT1 inhibitor = inhibitors of Candida albicans tRNA 2'-phosphotransferase TPT1; recombinant caTPT1, FP RNA substrate dephosphorylation; inhibition, % at 5 µM; hit rate 0.81% among 300,000;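 active = inhibition above the mean of all tested compounds plus 3 SD, set per screening campaign, cut at about 24% in these data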;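 also: plate controls were DMSO alone for no effect and ferristatin control at 100 nM for full effect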
CTSL1 counter = blocks F. hepatica cathepsin L1 in PFM18AAP counter-screen. recombinant F. hepatica cathepsin L1, Z-Leu-Arg-MCA fluorescence. inhibition, % at 5.96 µM. hit rate 0.49% among 300,000;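 active = inhibition above the mean of all tested compounds plus 3 SD, set per screening campaign, cut at about 17% in these data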;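 also: 0% = plate median of test compound wells and 100% = 1 µM Z-Phe-Ala-diazomethylketone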
JMJD2C inh = inhibitors of human GASC-1 (JMJD2C) demethylase. Q9H3R0. GST-JMJD2C(1-420) H3K9me3 demethylation, DELFIA europium. inhibition, % at 2.35 µM. hit rate 0.069% among 330,000;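 active = more than half of a compound's replicate wells show inhibition beyond 50%, single wells judged on their own value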;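 also: signal counts dimethyl H3K9 product captured on neutravidin plate; 0% = median of DMSO wells and 100% = 0.3 times that DMSO median; strong numbers were not always called active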
Target sequence (Q9H3R0 1-420 limits assumed): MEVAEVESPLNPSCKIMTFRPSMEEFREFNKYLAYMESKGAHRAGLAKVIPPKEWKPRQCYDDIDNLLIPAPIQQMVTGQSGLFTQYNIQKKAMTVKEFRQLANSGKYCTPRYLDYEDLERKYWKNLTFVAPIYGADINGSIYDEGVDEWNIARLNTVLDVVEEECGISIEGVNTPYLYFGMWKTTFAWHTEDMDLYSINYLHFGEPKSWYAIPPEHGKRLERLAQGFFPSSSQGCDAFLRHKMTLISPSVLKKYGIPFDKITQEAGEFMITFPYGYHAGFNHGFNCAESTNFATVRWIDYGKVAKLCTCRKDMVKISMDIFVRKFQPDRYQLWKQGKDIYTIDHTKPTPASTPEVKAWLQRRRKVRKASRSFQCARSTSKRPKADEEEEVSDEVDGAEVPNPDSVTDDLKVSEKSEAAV
HCV core dimer = blocks dimerization of HCV core protein; TR-FRET GST/Flag-core106 dimerization, 1536-well; inhibition, % at 5 µM; hit rate 0.33% among 300,000;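 active = inhibition above the mean of all tested compounds plus 3 SD, set per screening campaign, cut at about 45% in these data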
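Assay system – GST-tagged and Flag-tagged HCV core protein residues 1-106 · Quantity – core106 proteins, GST 13.5 nM and Flag 17 nM · Benchmarks – unlabelled core106 and no-GST-core106 wells · Read-out basis – percent inhibition of core106 dimerization signal · Detection – time-resolved FRET, ex 340 nm, em 617 and 671 nm · Schedule – 4 h at 22.5 °C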
Efflux pump inh = inhibitors of Candida antifungal efflux pumps expressed in yeast | inhibition, % at 10 µM | S. cerevisiae Candida pump triplex, Nile Red efflux | hit rate 0.44% among 330,000;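 active = plate passing quality check with inhibition over a set limit, or well fluorescence over plate mean plus 4 SD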;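 also: Nile Red retained in pooled yeast measured as flow cytometry median fluorescence; 0% = buffer negative control and 100% = Enniatin B positive control; higher means more Nile Red kept so more efflux inhibition; some compounds called inactive have numbers as strong as hits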
proCasp3 act = activators of human procaspase-3. P42574. hit rate 0.11% among 330,000. recombinant procaspase-3 D3A, Ac-DEVD-pNA absorbance 405 nm. activation, % at 8.5 µM;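 active = activation above the mean of all tested compounds plus 3 SD, cut at about 21% in these data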;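 also: 0% = DMSO alone and 100% = DMSO wells spiked with extra 5 µM PC-3 D3A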
Target sequence (P42574 whole entry D9A/D28A/D175A): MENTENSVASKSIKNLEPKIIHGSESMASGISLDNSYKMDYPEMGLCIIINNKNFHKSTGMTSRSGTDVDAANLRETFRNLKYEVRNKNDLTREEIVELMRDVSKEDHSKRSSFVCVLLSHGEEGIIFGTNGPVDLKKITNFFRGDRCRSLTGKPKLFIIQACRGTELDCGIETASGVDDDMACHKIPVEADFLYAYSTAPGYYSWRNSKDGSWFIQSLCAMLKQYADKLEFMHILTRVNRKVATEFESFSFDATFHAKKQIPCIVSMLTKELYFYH
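Evaluation: percent activation relative to control range; Material: Procaspase-3 D3A mutant, all three cleavage aspartates alanine; Compound: single dose, 8.5 µM nominal compound, 0.8% DMSO; Replication: one well per compound; Signal: absorbance at 405 nm, 0 and 120 min; Schedule: 1 h preincubation plus 2 h reaction at 25 °C.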
PP5 inh = PP5 (human) phosphatase inhibition; inhibition, % at 6.7 µM; hit rate 0.18% among 320,000; purified PP5c, OMFP substrate fluorescence; P53041;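 active = inhibition above the campaign's mean inhibition across all tested compounds plus 3 SD, cut at about 9.5% in these data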;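 also: 0% = DMSO only and 100% = 100 µM cantharidin control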
procasp7 counter = counter-screen for procaspase-3 activators: activators of human procaspase-7. P55210. recombinant procaspase-7, Ac-DEVD-pNA absorbance 405 nm; D23A/D198A/D206A triple mutant, cannot self-cleave; scale: DMSO 0, 5 µM enzyme 100. activation, % at 8.5 µM. hit rate 0.093% among 330,000. AID 463210;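 active = percent activation above the screen-wide mean plus 3 SD, cut at about 25% in these data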
Target sequence (P55210 whole entry D23A/D198A/D206A): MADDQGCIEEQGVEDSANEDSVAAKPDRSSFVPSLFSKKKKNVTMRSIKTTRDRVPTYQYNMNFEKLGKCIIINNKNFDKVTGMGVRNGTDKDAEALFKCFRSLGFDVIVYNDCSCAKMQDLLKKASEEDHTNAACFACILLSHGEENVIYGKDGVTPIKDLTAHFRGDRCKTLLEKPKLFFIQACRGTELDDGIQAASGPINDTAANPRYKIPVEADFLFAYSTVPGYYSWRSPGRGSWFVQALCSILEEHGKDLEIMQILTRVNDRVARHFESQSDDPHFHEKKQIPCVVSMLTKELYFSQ
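Assay system: Uncleavable procaspase-7 mutant enzyme / Input: 2 µM procaspase-7 mutant as dispensed / Dosing: single nominal 8.5 µM compound dose, 0.8% DMSO final / Timing: 1 h enzyme–compound preincubation and 2 h substrate reaction, both 25 °C / Detection: p-Nitroaniline absorbance at 405 nm, read at 0 and 120 min / Replication: singlicate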
* hit, by the source's call; i = inactive; . = not tested or not shown.

nr	structure	PP1 inh	TPT1 inhibitor	CTSL1 counter	JMJD2C inh	HCV core dimer
1	CCCc1ccc(S(=O)(=O)N2CCN(C(C)C(=O)NCc3ccc(OC)cc3)CC2)cc1 (stereo unspecified)	-1.7	.	.	-11.4	.
2	CCN1CCN(C(c2ccccc2)c2nnnn2Cc2ccc3c(c2)OCO3)CC1 (stereo unspecified)	-4.9	-1.0	-0.5	-12.3	3.6
3	CCOc1ccc2cc(C#N)c(SCC(=O)N3CCC(C)CC3)nc2c1	-3.7	2.2	3.6	5.4	25.3
4	O=C(N/N=C/C=C/c1ccccc1)c1cc2c(ccc3ccccc32)o1	0.1	-3.6	6.9	0.4	21.0
5	CCCCn1c(N)c(N(CCC(C)C)C(=O)c2cccc(-n3cnnn3)c2)c(=O)[nH]c1=O	-1.4	-0.7	0.2	5.5	5.2
6	COc1ccc(S(=O)(=O)N2CCCCC2)cc1NC(=O)CCNC(=O)c1ccccc1Cl	-3.0	.	.	.	.
7	O=C(c1ccco1)c1nc2c(n1O)CCCCC2	-0.3	-3.6	2.4	-4.8	-2.2
8	O=C(Nc1ccc2c(c1)C(=O)N(CC1CCCO1)C2=O)c1ccccc1Br (stereo unspecified)	-2.4	1.8	-1.9	-3.2	5.4
9	Cc1ccc(/C=N/NC(=O)C2COc3ccccc3O2)s1 (stereo unspecified)	1.6	-5.5	-1.2	-30.0	-10.4
10	CCO[C@@H]1OC(C(=O)N2CCN(Cc3ccccc3)CC2)=C[C@H](c2ccc(C(F)(F)F)cc2)[C@H]1CCCO	0.5	2.0	2.6	1.2	-12.1

nr	Efflux pump inh	proCasp3 act	PP5 inh	procasp7 counter
1	0.0	-2.6	1.2	3.2
2	0.1	7.6	-0.5	-6.3
3	0.1	0.9	0.4	-6.4
4	0.0	-5.8	-1.3	-5.0
5	-0.1	0.5	-1.2	5.4
6	-0.2	-3.1	0.9	7.5
7	-0.1	-5.1	-3.3	3.5
8	0.3	-3.4	2.2	-8.4
9	-0.1	-7.5	3.0	6.4
10	0.3	-10.1	6.7	5.7

Continued.
nr	structure	PP1 inh	TPT1 inhibitor	CTSL1 counter	JMJD2C inh	HCV core dimer
11	Cc1nnc2ccc(N3CCOCC3)nn12	0.4	2.3	-0.7	4.0	-5.0
12	O=C(NCc1cccnc1)c1cn(CCc2ccccc2)nn1	-2.1	-7.8	-1.2	-0.7	-4.3
13	Cc1nc2nc(CCNS(=O)(=O)c3ccc(Cl)cc3)cn2nc1C	-2.2	1.5	30.1*	-4.7	5.9
14	CN(C)CCN(C(=O)/C=C/c1cccs1)c1nc2ccc(Br)cc2s1	-1.2	-3.1	0.3	0.0	2.5
15	O=C(CSc1nc(-c2ccccc2)nc2ccccc12)Nc1cccc(C(=O)O)c1	0.2	-2.9	5.6	4.9	20.1
16	Cc1cccc(-c2nc(CS(=O)CC(=O)NCc3ccco3)c(C)o2)c1 (stereo unspecified)	-2.8	1.8	-0.9	4.7	7.5
17	CC(C)c1ccc(NC(=O)CSc2n[nH]c(=O)n2-c2cccnc2)cc1	-1.0	-0.6	-1.0	3.2	12.6
18	COc1ccc(OC)c(N(CC(=O)NCC2CCCO2)S(=O)(=O)c2ccccc2)c1 (stereo unspecified)	0.1	2.5	-3.1	5.3	-13.4
19	CS(=O)(=O)Nc1ccccc1C(=O)c1ccccc1	-1.2	-3.9	-1.1	-0.4	2.6
20	Cc1ccc(CC2CC(=O)N(c3cc(Cl)ccn3)C2=O)cc1 (stereo unspecified)	-2.9	-2.5	-1.5	-19.4	-3.2

nr	Efflux pump inh	proCasp3 act	PP5 inh	procasp7 counter
11	-0.1	8.0	1.4	3.3
12	-0.1	0.8	-0.3	5.8
13	-0.1	1.6	1.0	1.9
14	-0.1	1.1	-2.2	2.3
15	-0.1	-3.8	1.6	7.6
16	0.0	7.9	0.6	-3.6
17	0.1	15.9	1.6	-4.0
18	0.0	0.8	2.0	3.5
19	0.2	-0.6	-5.5	-9.7
20	0.0	-13.0	-0.9	0.6

(continued)
nr	structure	PP1 inh	TPT1 inhibitor	CTSL1 counter	JMJD2C inh	HCV core dimer
21	Cc1ccc(CS(=O)Cc2ccc(C(=O)N3CCOCC3)o2)cc1 (stereo unspecified)	-1.4	2.1	-2.6	2.5	-4.5
22	CC1CCN(C(=O)Cn2c(SCC(=O)Nc3nccs3)nc3ccccc32)CC1	-6.7	-3.8	-3.2	-2.0	0.8
23	CCN(C(=O)CSc1cc(C)c2ccccc2n1)c1c(N)n(Cc2ccccc2)c(=O)[nH]c1=O	-4.0	2.3	5.3	27.7	-0.4
24	O=C(c1ccco1)N1CCN(S(=O)(=O)c2ccc3c(c2)OCCO3)CC1	3.1	3.1	-6.4	-23.8	-2.7
25	Cc1ccc(C(=O)O/N=C/c2c(C(F)(F)F)nn(C)c2Sc2ccc(Cl)cc2)cc1	-3.6	-5.5	-5.3	-16.8	8.0
26	Cn1ccc(NC(=O)c2ccc(Cl)cc2Cl)n1	-5.5	.	.	-1.1	.
27	CCCCNC(=S)N/N=C/c1ccc(C#N)cc1	2.1	6.4	6.2	-1.5	3.4
28	CN(C)c1ccc(C(=O)NN2C(=O)c3ccccc3C2=O)cc1	-2.9	-0.8	0.6	-8.7	-1.9
29	CCOC(=O)Cn1nc(-c2ccc(F)cc2)oc1=O	2.6	-2.9	1.6	-8.6	-2.7
30	O=C(Cn1c(=O)n(Cc2ccco2)c(=O)c2ccccc21)Nc1cccc(Cl)c1	-0.1	0.1	3.8	i	7.7

nr	Efflux pump inh	proCasp3 act	PP5 inh	procasp7 counter
21	-0.1	6.7	-0.2	1.6
22	-0.1	4.6	-1.2	1.5
23	-0.1	3.6	-1.3	4.0
24	0.0	-1.9	1.1	12.6
25	0.2	-6.6	1.0	5.2
26	-0.1	13.6	0.2	10.0
27	0.0	-1.4	1.8	-5.2
28	0.1	-3.7	-1.1	-6.5
29	0.0	7.6	1.8	5.3
30	0.2	2.6	0.3	6.8

Additional results:
nr	structure	PP1 inh	TPT1 inhibitor	CTSL1 counter	JMJD2C inh	HCV core dimer
31	O=C(NC1CCCCC1)C(c1ccc2ncccc2c1)N(Cc1ccc(F)cc1)C(=O)c1cccs1 (stereo unspecified)	0.9	0.8	-0.4	-3.8	8.0
32	CCOC(=O)c1c(O)c2ccccc2n(-c2ccccc2)c1=O	0.2	-10.3	0.4	-9.0	-6.0
33	COc1cc(OC)c(N(C)S(=O)(=O)c2cccc(C(=O)NC(C)C3CC4CCC3C4)c2)cc1Cl (stereo unspecified)	-1.6	5.7	-0.3	2.7	5.5
34	O=C(COC(=O)/C=C/c1cccc(C(F)(F)F)c1)NC1CCCCCC1	1.1	.	.	2.7	.
35	CN1CCN(CC(=O)N/N=C\c2c[nH]c3ccccc23)CC1	-2.6	-2.6	-0.3	11.0	-13.2
36	Nn1c(SCc2ccc(F)cc2)nnc1-c1ccncc1	-0.9	-0.2	-5.2	-1.9	0.3
37	NNC(=S)NC1CCS(=O)(=O)C1 (stereo unspecified)	-0.5	2.0	-2.0	4.2	3.6
38	Cc1ccccc1NC(=O)NNC(=O)OC(C)(C)C	-3.3	-3.4	-3.3	-13.9	-3.1
39	COc1ccc(Br)cc1/C=N/n1c(COc2ccccc2)n[nH]c1=S	-0.1	-0.1	0.5	1.4	2.7
40	COc1ccc(/C=C2\SC(=O)N(CCC(=O)N(C)C3CCS(=O)(=O)C3)C2=O)cc1 (stereo unspecified)	-2.3	-2.2	4.0	33.0	-0.4

nr	Efflux pump inh	proCasp3 act	PP5 inh	procasp7 counter
31	0.1	0.2	2.9	13.4
32	-0.2	-9.2	3.8	-7.1
33	0.1	0.2	-1.4	-2.9
34	0.0	3.8	2.1	-20.0
35	0.2	-1.6	2.0	-7.3
36	0.0	-4.0	0.4	-2.1
37	0.7	-7.8	3.7	-0.3
38	-0.2	13.9	1.9	0.6
39	0.0	-3.1	-1.1	-9.5
40	-0.1	10.7	-1.3	8.6

Going on with the list.
nr	structure	PP1 inh	TPT1 inhibitor	CTSL1 counter	JMJD2C inh	HCV core dimer
41	CCC(CC)n1[nH]c(=O)c2c(C)cc(C)nc21	3.8	-1.1	-3.5	-168.8	-12.3
42	CCOc1cc(C(=O)Nc2ccc(C)cc2O)ccc1OCC(=O)N1CCOCC1	-2.5	5.3	2.0	-3.2	14.3
43	N#Cc1ccsc1NC(=O)CN1CCN(c2ccc(O)cc2)CC1	3.4	4.9	-3.8	-5.2	3.8
44	Cc1ccc(NC(=O)c2sc(Cl)nc2C)c(C)c1	-4.9	-2.0	-0.9	3.4	-5.4
45	O=C1C2C3C=CC(C4CC34)C2C(=O)N1Cc1ccco1 (stereo unspecified)	-1.9	-4.3	-2.2	3.0	-6.3
46	CCOC(=O)C1CCCN(CC(O)COc2ccc(OC)cc2C(C)(C)C)C1 (stereo unspecified)	1.2	-3.8	8.3	1.1	0.3
47	CCNC(=S)NNC(=O)c1cccn(Cc2ccc(Cl)cc2Cl)c1=O	1.1	0.9	-1.2	19.6	3.1
48	COc1ccc(CNS(=O)(=O)c2ccc3c(c2)CCN3C(=O)C2CCC2)cc1	-2.1	-3.2	-5.6	-3.5	5.0
49	CC(=O)N1CCc2cc(Br)cc(S(=O)(=O)CCC(=O)N3CCN(c4ccccn4)CC3)c21	-2.5	-1.9	21.0*	-0.6	-0.8
50	COc1ccc(C(=O)O)cc1S(N)(=O)=O	-1.5	-0.1	3.7	8.4	-10.0
51	Cc1ccc(S(=O)(=O)NCCc2nnc3ccc(NCCCOC(C)C)nn23)cc1	-0.1	-2.5	6.1	-3.2	-8.2

nr	Efflux pump inh	proCasp3 act	PP5 inh	procasp7 counter
41	0.0	1.1	3.6	2.8
42	-0.1	3.5	-2.2	0.1
43	0.0	-6.6	1.4	-10.8
44	0.0	-2.4	-0.3	7.3
45	0.4	1.0	-0.8	1.1
46	0.3	12.8	10.7*	12.8
47	0.1	-4.7	0.7	-4.5
48	-0.1	-1.9	-0.4	10.4
49	0.1	0.5	1.4	-2.9
50	0.3	2.1	-0.8	3.5
51	0.0	-4.6	-0.5	-4.0

Some of the entries above in a different format:
#	structure	PP1 inh	TPT1 inhibitor	CTSL1 counter	JMJD2C inh	HCV core dimer	Efflux pump inh	proCasp3 act	PP5 inh	procasp7 counter
43	N#Cc1ccsc1NC(=O)CN1CCN(c2ccc(O)cc2)CC1	3.4	4.9	-3.8	-5.2	3.8	0.0	-6.6	1.4	-10.8
44	Cc1ccc(NC(=O)c2sc(Cl)nc2C)c(C)c1	-4.9	-2.0	-0.9	3.4	-5.4	0.0	-2.4	-0.3	7.3
45	O=C1C2C3C=CC(C4CC34)C2C(=O)N1Cc1ccco1 (stereo unspecified)	-1.9	-4.3	-2.2	3.0	-6.3	0.4	1.0	-0.8	1.1
46	CCOC(=O)C1CCCN(CC(O)COc2ccc(OC)cc2C(C)(C)C)C1 (stereo unspecified)	1.2	-3.8	8.3	1.1	0.3	0.3	12.8	10.7*	12.8
